Assay outcomes deposited in PubChem BioAssay by several laboratories.
Furin inh: human furin inhibitors, primary screen, biochemical, fluorescence intensity | P09958 | purified furin, fluorogenic substrate cleavage | inhibition, % at 30 µM | actives 0.061% (n = 220,000) | AID 463115, 2010; in the data active = inhibition above about 25%; also: inactives centre near -15
EBV gp42 inh: Epstein-Barr virus gp42 inhibitors, primary screen, biochemical, uHTS, fluorescence polarization; actives 0.42% (n = 220,000); inhibition, % (tested at 21.74 µM); Fluorescence polarization binding assay, mP read-out; AID 1085, 2008; Glycoprotein 42 (Epstein-Barr virus (strain AG876)), Q1HVG2; in the data active = inhibition above about 50%
14-3-3 Bad inh: inhibitors of 14-3-3 zeta/Bad binding, primary screen, biochemical, TR-FRET, bovine 14-3-3 zeta | 14-3-3 protein zeta/delta (Bos taurus), P63103 | TR-FRET 14-3-3zeta/Dy647-pBad peptide displacement, 1 h | inhibition, % at 21.7 µM | actives 0.71% (n = 220,000);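 active = inhibition above about 70%, limit read from the data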;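 also: 0% = full 14-3-3 plus peptide FRET controls and 100% = background without 14-3-3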
eIF4E 4G PPI: eIF4E–eIF4G protein interaction inhibitors, primary screen, biochemical, uHTS, TR-FRET, eIF4GI fragment | Eukaryotic translation initiation factor 4E (Mus musculus) + Eukaryotic translation … | TR-FRET eIF4E-eIF4GI(517-606) binding, 2 h | inhibition, % at 21.7 µM | actives 0.37% (n = 220,000) | AID 782, 2007;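 also: 0% = full FRET control wells and 100% = background wells lacking eIF4GI fragment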
hK5 inh: human KLK5 protease inhibitors, primary screen, biochemical, 1536-well; Kallikrein-5 (Homo sapiens), Q9Y337; recombinant hK5, fluorogenic AMC substrate cleavage; inhibition, % at 5 µM; actives 0.59% (n = 210,000); AID 873, 2007;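 active = inhibition of 40% or more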;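 also: 0% = enzyme controls without compound and 100% = no-enzyme blanks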
Target sequence (Q9Y337 67-293 limits assumed): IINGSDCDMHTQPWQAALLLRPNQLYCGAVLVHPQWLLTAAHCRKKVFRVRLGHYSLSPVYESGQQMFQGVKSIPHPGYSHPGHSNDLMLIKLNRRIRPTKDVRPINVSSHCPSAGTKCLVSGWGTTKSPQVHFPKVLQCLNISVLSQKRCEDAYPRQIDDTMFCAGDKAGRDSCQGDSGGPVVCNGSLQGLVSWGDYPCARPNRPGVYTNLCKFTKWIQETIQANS
thrombin 1536: human alpha-thrombin inhibitors, primary screen, counter-screen for coagulation protease inhibitor project, biochemical, 1536-well, fluorogenic AMC substrate; Prothrombin (Homo sapiens), P00734; Boc-VPR-AMC fluorogenic substrate cleavage; inhibition, % at 5 µM; actives 0.26% (n = 220,000); AID 1046, 2008;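 active = inhibition at or above 40%; inactive = inhibition below 40%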;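 also: 0% = enzyme with no compound and 100% = wells without enzyme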
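System: human alpha-thrombin protein; Compound dosing: one concentration per compound, 5 µM, with 0.2% DMSO; Timing: reaction at room temperature; Technique: AMC fluorescence, 355/460 nm; Controls: enzyme without compound as high, wells lacking enzyme as low.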
p47phox inh: p47phox/p22phox peptide binding inhibitors, primary screen, biochemical, uHTS, NADPH oxidase regulatory subunit; Neutrophil cytosol factor 1 (Homo sapiens), P14598; fluorescence polarization, 2 h; inhibition, % at 24.7 µM; actives 0.53% (n = 220,000); AID 1274, 2008;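 also: 0% = p47phox with labelled peptide and 100% = labelled peptide alone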
Target sequence (P14598 whole entry, looked up): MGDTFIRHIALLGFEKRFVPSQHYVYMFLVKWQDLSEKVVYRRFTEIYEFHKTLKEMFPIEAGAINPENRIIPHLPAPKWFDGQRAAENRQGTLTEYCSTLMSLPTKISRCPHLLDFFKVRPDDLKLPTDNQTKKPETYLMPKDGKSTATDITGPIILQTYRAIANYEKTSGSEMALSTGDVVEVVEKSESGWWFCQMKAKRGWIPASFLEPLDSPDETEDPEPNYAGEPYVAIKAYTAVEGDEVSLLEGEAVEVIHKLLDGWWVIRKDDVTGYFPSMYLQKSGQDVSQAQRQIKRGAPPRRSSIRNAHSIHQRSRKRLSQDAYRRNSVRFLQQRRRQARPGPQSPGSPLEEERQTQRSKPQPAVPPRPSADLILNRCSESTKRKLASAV
Cl transport mod: KCC2 cotransporter modulators, thallium flux, primary screen, cell-based, HEK293 KCC2, FluoZin-2 fluorescence, MLSMR; Solute carrier family 12 member 5 (Homo sapiens), Q9H2X9; KCC2 cells, thallium flux FluoZin-2 fluorescence; B-score of Tl+ flux slope (higher = more flux/activation; lower = inhibition) at 10 µM; actives 2.2% (n = 190,000); AID 1456, 2008;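 active = thallium flux slope and its plate-corrected score both differing from the plate sample mean at a set confidence after two filtering rounds, in either direction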;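 also: slope of fluorescence scaled to starting intensity during 10 to 20 s after thallium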
Rad51 HR inh: human RAD51 strand exchange inhibitors, primary screen, biochemical, fluorescence | hRad51 DNA strand exchange, fluorescence dequenching | actives 0.085% (n = 200,000) | inhibition, % at 10 µM | DNA repair protein RAD51 homolog 1 (Homo sapiens), Q06609;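 active = inhibition above 40% at the single screening dose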;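 also: 0% = DMSO control wells and 100% = blanks with heterologous ssDNA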
Target sequence (Q06609 whole entry, looked up): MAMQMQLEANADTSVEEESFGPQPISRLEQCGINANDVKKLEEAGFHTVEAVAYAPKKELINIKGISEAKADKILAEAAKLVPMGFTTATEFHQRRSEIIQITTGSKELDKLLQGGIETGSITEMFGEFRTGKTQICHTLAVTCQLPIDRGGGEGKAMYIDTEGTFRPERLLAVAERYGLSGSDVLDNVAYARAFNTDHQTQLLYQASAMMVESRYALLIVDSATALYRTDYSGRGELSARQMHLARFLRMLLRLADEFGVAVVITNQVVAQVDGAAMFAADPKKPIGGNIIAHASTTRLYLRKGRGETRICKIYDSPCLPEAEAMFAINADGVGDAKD
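material = hRad51 filaments on single-stranded DNA | timing = filaments 15 min 37 °C, then compound 30 min | signal = FRET fluorescence dequenching, excitation 485 nm, emission 520 nm | benchmarks = control wells and blank wells on each plate | evaluation = percent inhibition relative to plate controls and blanks | compound = 10 µM final, single point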
Starred values were filed as active, the others as inactive; . = not tested or not shown; [ ] = dose if it differs, or a comment.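 The calls were made as follows, unless noted: active = inhibition above about 30% (limit read from the data); inactive = the rest.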 Hits appear at their usual frequency (roughly 4.7% active in at least one column).

structure	Furin inh	EBV gp42 inh	14-3-3 Bad inh	eIF4E 4G PPI	hK5 inh	thrombin 1536	p47phox inh	Cl transport mod	Rad51 HR inh
Cc1c(NC(=O)COC(=O)c2ccccc2Cl)c(=O)n(-c2ccccc2)n1C	-23	-16	-6	1	2	-10	-4	.	2
CCCCNC(=O)C(=O)N/N=C/c1ccc(OCC(=O)Nc2cccc(OC)c2)c(OC)c1	-12	-13	51[fluorescence artefact?]	18[fluorescence artefact?]	-19	-4	21	-0.7	6
CCN1CCN(Cc2c(O)ccc3c(=O)c(-c4ccccc4OC)coc23)CC1	-10	-15	5	1	-72	-6	-9	.	7
OC1(c2ccccc2)CCN(Cc2ccccc2)CC1	-20	-13	0	1	1	0	-12	-0.31	9
CCn1cc(C2CC(=O)NC2=O)c2ccccc21 (stereo not drawn)	-11	-9	0	1	4	3	-13	-0.0008	-4
CCn1c(SCC(=O)Nc2sc3c(c2C#N)CCC(C(C)(C)C)C3)nnc1-c1ccco1 (stereo not drawn)	-4[20 µM]	-16	3	-12	-7	-1	17	.	0
COCc1cc(C)nc(OCC(=O)N/N=C/c2ccc(C)o2)c1C#N	-1	0	7	-2	-1	-12	5	1.2	-1
Cc1ccccc1CC1(CO)CCCN(Cc2ccc(C#CC(C)(C)O)cc2)C1 (stereo not drawn)	-17	-7	-12	-4	0	-16	-18	-0.64	4
CCCCOC(=O)Cn1cnc2ccc(Br)cc2c1=O	-8	-18	0	5	-3	0	-5	-0.58	1
COc1ccc(-c2nn(-c3ccccc3)cc2/C=C(/C#N)C(N)=O)cc1[N+](=O)[O-]	-15	7	45	8	27	-8	11	-0.54	-4
O=C(O)c1ccccc1N/N=C\c1ccnc2ccccc12	-4[20 µM]	9	78*	0[fluorescence artefact?]	10	-4	-48	-2.1	1
Cc1ccc(S(=O)(=O)NC(CC(=O)O)c2ccccc2)c(C)c1 (stereo not drawn)	-2	-15	2[fluorescence artefact?]	-5[fluorescence artefact?]	-20	-6	1	0.64	-1

Single records (already shown).
OC1(c2ccccc2)CCN(Cc2ccccc2)CC1 as listed: Furin inh = -20; EBV gp42 inh = -13; 14-3-3 Bad inh = 0; eIF4E 4G PPI = 1; hK5 inh = 1; thrombin 1536 = 0; p47phox inh = -12; Cl transport mod = -0.31; Rad51 HR inh = 9
COCc1cc(C)nc(OCC(=O)N/N=C/c2ccc(C)o2)c1C#N as listed: Furin inh = -1; EBV gp42 inh = 0; 14-3-3 Bad inh = 7; eIF4E 4G PPI = -2; hK5 inh = -1; thrombin 1536 = -12; p47phox inh = 5; Cl transport mod = 1.2; Rad51 HR inh = -1

The list goes on:
structure	Furin inh	EBV gp42 inh	14-3-3 Bad inh	eIF4E 4G PPI	hK5 inh	thrombin 1536	p47phox inh	Cl transport mod	Rad51 HR inh
COc1ccc(C2N3CC4(C)CN2CC(C)(C3)C4)cc1OC (stereo not drawn)	-28	-10	-2	2	-11	-2	4	0.88	-7
Cc1cccc2cc3c(N)c(C#N)sc3nc12	-20	7	-2[fluorescence artefact?]	-4[fluorescence artefact?]	-6	-4	-52	0.94	0
COc1ccc(CNc2nc(-c3cccnc3)nn2C(=O)c2cccs2)cc1	-5	3	-2	0	-5	18	-16	-1.2	.
CCCc1ccc(C(=O)/C=C/N(C)C)cc1	-5	-6	-4	2	.	1	-6	1	.
O=C1CSC(c2cccs2)N1c1ccccc1 (stereo not drawn)	-28	-10	5	-5	-1	-4	7	0.5	2
CCOCCCNc1nc(=S)[nH]c2cc(OC)c(OC)cc12	-17	-12	-10[fluorescence artefact?]	-9	-21	2	1	-0.32	-1
CC(=O)c1cccc(NC(=O)Cn2nc(-c3ccccc3Cl)ccc2=O)c1	-21	14	-7	4	-4	-5	-2	-0.15	-1
Cc1nn(-c2ccccc2)c2c1C(c1ccco1)C(C#N)=C(N)O2 (stereo not drawn)	13	-6	-12	-1	-4	8	-11	-0.026	-2
CCOc1cccc(Oc2ccc(C(F)(F)F)cn2)c1	-30[20 µM]	-20	8	2	-1	-1	-13	-0.1	-7
Cc1cc(C(F)F)n2nc(C(=O)Nc3cccc(C(F)(F)F)c3)nc2n1	-15[20 µM]	-5	1	0	-6	-9	-7	0.37	-1
COCCN(CC(=O)NCC1CCCO1)C(=O)CCC(=O)Nc1cc(C)ccn1 (stereo not drawn)	-12[20 µM]	-9	-11	3	-9	0	-13	.	-1
CCOC(=O)C(CSCC(=O)c1ccc(Br)cc1)NC(=O)OC(C)(C)C (stereo not drawn)	-8[20 µM]	-5	11	-1	9	2	-2	-0.19	-2
CNc1cc(C(F)(F)F)nc(-c2ccccn2)n1	-19[20 µM]	-22	-3	0	-12	-1	-14	.	0
C=CCN(CC(=O)Nc1c(C)cccc1CC)C(=O)SCCC	-20[20 µM]	-12	-10	13	0	-4	-2	2.5	3
CCOC(=O)N1CCN(CC(=O)Nc2ccc(Oc3ccccc3)cc2)CC1	-20[20 µM]	-8	-1	1	-1	-5	3	-0.079	.
CC(=O)NS(=O)(=O)c1ccccc1	-27	7	-3	-7	-7	-15	-7	.	7
CCOc1ccccc1OCc1nn2c(-c3ccc(C)cc3)nnc2s1	-26	7	0	0	3	-4	-16	.	-2
COC(=O)Cc1c(O)ccn(Cc2ccc3c(c2)OCO3)c1=O	-14	5	-5	2	-17	-2	7	0.73	3
COc1ccc(OC(=O)NCCc2ccccc2)cc1	-17	-8	-3	1	-4	2	-13	-0.98	1
CCNc1oc(COc2ccccc2F)nc1C#N	9[20 µM]	-9	2	2[fluorescence artefact?]	-27	-3	-8	.	1
COc1cc(SC)ccc1C(=O)Nc1ccc(C)cc1	-25	-9	-7	-3	1	-9	-13	-0.21	7
Cc1nn(C)c(Cl)c1S(=O)(=O)N[C@@H](c1ccccc1)[C@]1(C)C[C@H]1[C@@H](C)C(=O)Nc1ccc2ccccc2c1	-14	-4	1	3	-9	-3	-10	-0.52	2
CCCOc1ccc(-c2c(C(=O)N/N=C/c3ccccc3)nnn2-c2nonc2N)cc1	-11	-14	0	-1	-3	-11	11	0.041	.
Brc1ccccc1-c1nnc(COc2ncnc3ccccc23)o1	-16	-12	2	0	-1	-5	-11	-0.39	-7

Sorted by value in p47phox inh (ascending): five of the compounds above.
| SMILES | p47phox inh |
| --- | --- |
| Cc1ccccc1CC1(CO)CCCN(Cc2ccc(C#CC(C)(C)O)cc2)C1 (stereo not drawn) | -18 |
| CCCCOC(=O)Cn1cnc2ccc(Br)cc2c1=O | -5 |
| COc1ccc(C2N3CC4(C)CN2CC(C)(C3)C4)cc1OC (stereo not drawn) | 4 |
| COCc1cc(C)nc(OCC(=O)N/N=C/c2ccc(C)o2)c1C#N | 5 |
| O=C1CSC(c2cccs2)N1c1ccccc1 (stereo not drawn) | 7 |

Further results.
structure	Furin inh	EBV gp42 inh	14-3-3 Bad inh	eIF4E 4G PPI	hK5 inh	thrombin 1536	p47phox inh	Cl transport mod	Rad51 HR inh
COCCn1nnnc1C(C(C)C)N1CCCC(C)C1 (stereo not drawn)	-27	-10	5	2	3	-8	3	0.038	2
O=c1c2c(nc3cc(-c4ccccc4Cl)[nH]n13)CCS2	-17	-10	-10	3	-7	-11	-7	-1.4	-4
CC(=O)/C(N)=N/Nc1cccc(Cl)c1	4	-12	25	-5	-6	0	-70	-0.0032	0
CC1(CCc2ccccc2)NC(=O)N(CC(=O)Nc2ccc3c(c2)OCCO3)C1=O (stereo not drawn)	-5	-2	9	-3	-1	-22	-4	0.053	-7
O=C(NCC(c1ccc(F)cc1)N1CCOCC1)c1cc(F)c(F)c(F)c1F (stereo not drawn)	-16	2	2	3	-4	-14	-3	0.68	6
NC(=O)COc1ccc(Nc2nnc(-c3ccc(O)cc3)c3ccccc23)cc1	-13	-11	-2	-1	-1	-7	-8	0.14	.
CCN1CCN(Cc2c(OC)ccc3ccccc23)CC1	-20[20 µM]	-5	39	0	-31	10	-9	0.015	-3
CC1C(c2ccccc2)N(C)CCC12NC(=O)NC2=O (stereo not drawn)	-12[20 µM]	-29	-10	-4	-8	-4	-12	-1.2	0
Cc1noc(C)c1S(=O)(=O)NCc1ccc2c(c1)OCO2	-10	-19	1[fluorescence artefact?]	-1[fluorescence artefact?]	-6	-8	-1	-0.13	0
O=C1CNC(=S)N1CCOc1ccccc1	-15	-10	0	8	23	0	6	0.89	-6
Cn1cc(Br)c(C(=O)N2CCc3ccccc32)n1	-13	-21	7[fluorescence artefact?]	5	-1	-2	-2	-0.18	-3
C=CCn1c(SCC(=O)Nc2ccccc2OC)nnc1-c1ccco1	-18[20 µM]	1	-6	-3	-2	-5	-22	-0.25	-3
COc1ccccc1NS(=O)(=O)c1cccc(NC(=O)NCCCl)c1	-7	-13	-6	0	-2	-14	4	-0.31	.
CC1CCN(c2nc3c(c(=O)[nH]c(=O)n3C)n2CCSc2nc3ccccc3o2)CC1	-20[20 µM]	-12	1	2	7	0	-5	0.077	7
CC(C)(C)C(=O)NC(=S)N1CCc2ccccc21	-13	-3	-13	-4	2	0	-13	22*	-2
COc1ccc(/C=C2\N=C(c3c(-c4ccccc4)noc3C)OC2=O)cc1OC	-16	57*	10[fluorescence artefact?]	-8	-2	7	-1	.	.
Cc1ccc(N/C=C(/C#N)c2ccsc2)cc1	0[20 µM]	-20	-14	6	-8	-5	-6	-0.044	3
COC(=O)c1c(C(=O)NCc2ccccc2)ncn1CC(O)COc1ccccc1 (stereo not drawn)	-8	-23	2	1	-11	1	-12	-0.31	13
CN(C(=S)NC(=O)C1(C)CC1(Cl)Cl)c1ccccc1 (stereo not drawn)	-9[20 µM]	-14	-13	2	-22	4	-7	5.1*	.
